Screens from PubChem BioAssay.
C-LANA FP: blocks KSHV LANA C-terminal domain binding to DNA; MBP-C-LANA/FAM-LBS DNA binding, fluorescence polarization; inhibition, % at 9 µM; 340,000 tested, 0.078% active; AID 504423;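 active = highest replicate inhibition at or above 60% at 9 µM, even if other replicates fall short; inactive = all replicates below 60% inhibition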;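 also: 0% = neutral control wells and 100% = 4 µM acridine orange control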
SR-BI uptake up: enhances SR-BI lipid uptake from DiI-HDL | CHO ldlA[mSR-BI] cells, DiI-HDL uptake fluorescence, 3 h; 100 = double the neutral-control signal | activation, % at 12.5 µM | 320,000 tested, 0.096% active | AID 504775;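 active = mean replicate activation of at least 60% and every replicate at or above 60%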;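 also: 0% = median plate neutral-control signal and 100% = twice that signal; values of inactives mirror those of a sister screen read the other way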
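System: CHO ldlA[mSR-BI] cells / Medium: HEPES-buffered (25 mM, pH 7.4) F12 plus 0.5% BSA / Probe or stimulus: labelled HDL, 10 µg/mL / Doses: single compound concentration, delivered by pin transfer / Schedule: 3 h, 37 °C / Measured by: DiI fluorescence, bottom read / Measure: cell-associated DiI fluorescence as measure of HDL uptake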
SR-BI DiI inh: mouse SR-BI HDL lipid transfer inhibition | Q61009 | ldlA[mSR-BI] CHO cells, DiI-HDL uptake fluorescence, 3 h | inhibition, % at 12.5 µM | 320,000 tested, 0.96% active | AID 488896;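 active = mean replicate inhibition of at least 70% and a set share of replicates each scoring 70 or more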;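 also: 0% = median of neutral control wells and 100% = median of positive control wells; values of inactives mirror those of a sister screen read the other way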
Target sequence (Q61009 whole entry, looked up): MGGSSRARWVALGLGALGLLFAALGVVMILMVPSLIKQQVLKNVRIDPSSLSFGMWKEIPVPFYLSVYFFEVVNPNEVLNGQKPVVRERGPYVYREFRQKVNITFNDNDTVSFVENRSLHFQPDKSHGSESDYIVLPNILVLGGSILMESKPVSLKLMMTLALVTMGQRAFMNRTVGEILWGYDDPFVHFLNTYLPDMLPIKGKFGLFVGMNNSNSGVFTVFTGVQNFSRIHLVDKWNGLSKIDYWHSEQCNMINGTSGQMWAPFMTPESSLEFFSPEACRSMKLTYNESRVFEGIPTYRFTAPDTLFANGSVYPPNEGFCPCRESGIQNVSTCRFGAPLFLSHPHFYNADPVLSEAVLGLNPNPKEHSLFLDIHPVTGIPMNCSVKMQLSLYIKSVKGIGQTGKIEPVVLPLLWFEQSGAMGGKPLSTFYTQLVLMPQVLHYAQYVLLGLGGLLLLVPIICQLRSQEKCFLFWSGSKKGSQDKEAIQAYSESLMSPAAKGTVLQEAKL
RTF Ca sens inh: cardiac RTF calcium desensitization | inhibition, % at 7.15 µM | IANBD-labeled cardiac RTF, Ca2+ fluorescence | 340,000 tested, 0.12% active | P19429+P45379;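 active = inhibition above the mean inhibition of all tested compounds plus 3 SD, cut at about 17% in these data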;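 also: assay run at fixed EC70 calcium of 1.6 mM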
Arrestin-AP2 inh: inhibitors of human beta-arrestin and AP2 interaction; FITC-arrestin peptide / GST-AP2 beads, flow cytometry; AP2 beta2 appendage carries R879A mutation; inhibition, % at 10 µM; 340,000 tested, 0.31% active;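 active = inhibition above a set limit, near 3 SD of compounds lacking own fluorescence, cut at about 54% in these data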;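 also: plate controls were DMSO wells for no effect and 5 µM unlabelled arrestin peptide for full effect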
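Material – AP2 appendage R879A on GSH beads · Buffer or medium – PBS with 0.05% Tween 20 and 0.1% BSA · Probe or stimulus – fluorescein-tagged arrestin peptide at 50 nM final · Incubation – compound with beads 12 min RT, then probe 1 h RT · Detection – high-throughput flow cytometry of beads, ex 488, em 535 nm · Evaluation – percent response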
NSD2 HMT inh: blocks human histone methyltransferase NSD2; 310,000 tested, 0.54% active; O96028; inhibition, % at 12.5 µM; AID 743445; NSD2 peptide methylation, AlphaScreen, 120 min; in the data active = inhibition above about 50%
PvdQ acylase: blocks Pseudomonas aeruginosa PvdQ acylase activity; 340,000 tested, 0.063% active; AID 488965; purified PvdQ acylase, fluorescence plate reader; inhibition, % at 10 µM; in the data active = inhibition above about 30%, passing the limit was not always enough;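 also: 0% = vehicle neutral wells and 100% = reference inhibitor wells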
Keap1 Nrf2 FP: disrupts human Keap1 binding to Nrf2 peptide; Q14145; Keap1 Kelch-Nrf2 peptide fluorescence polarization, 1536-well; inhibition, % at 9.4 µM; 340,000 tested, 0.15% active; AID 504523; in the data active = inhibition above about 12%;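 also: human Keap1 Kelch domain with fluorescein labeled Nrf2 9mer peptide probe; 0% = neutral control wells and 100% = peptide positive control; higher means more block of Keap1 binding to Nrf2 peptide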
DAGLB inhibitor: blocks human DAGLB lipase activity; Q8NCG7; HEK293T DAGLB membrane lysate, EnzChek fluorogenic substrate; inhibition, % at 5.17 µM; 340,000 tested, 0.059% active; AID 504411; in the data active = inhibition above about 34%;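 also: 0% = enzyme with vehicle and 100% = wells lacking enzyme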
PKA-R2B activ: activates the human PKA-R2B holoenzyme complex | activation, % at 11.4 µM | P22694+P31323 | 340,000 tested, 0.079% active | PKA-R2B holoenzyme dissociation, Cy5-IP20 fluorescence polarization; R2B truncated from residue 108, S112A mutant; 0% DMSO only, 100% 113 µM cGMP;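 active = activation above a cutoff set at the mean over all compounds plus 3 SD, cut at about 18% in these data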;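 also: higher means more holoenzyme dissociation and a rise in polarization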
Target sequence (P31323 whole entry, looked up, other chains not shown, the tested form may be a part): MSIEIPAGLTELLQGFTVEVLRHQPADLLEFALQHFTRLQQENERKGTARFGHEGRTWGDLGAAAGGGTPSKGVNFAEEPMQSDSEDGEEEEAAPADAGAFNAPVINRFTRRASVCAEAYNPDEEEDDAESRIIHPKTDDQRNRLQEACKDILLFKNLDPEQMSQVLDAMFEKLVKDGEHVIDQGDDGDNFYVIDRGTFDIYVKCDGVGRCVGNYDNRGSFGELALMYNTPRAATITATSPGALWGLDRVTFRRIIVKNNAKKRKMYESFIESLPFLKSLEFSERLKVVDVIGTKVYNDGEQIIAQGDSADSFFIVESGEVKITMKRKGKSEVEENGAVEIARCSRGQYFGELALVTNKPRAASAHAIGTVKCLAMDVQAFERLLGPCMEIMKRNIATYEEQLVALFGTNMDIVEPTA
Active calls of the source: *; . = no result given. Not a hit list. Share with any hit: about 2.1%.

SMILES	C-LANA FP	SR-BI uptake up	SR-BI DiI inh	RTF Ca sens inh	Arrestin-AP2 inh	NSD2 HMT inh	PvdQ acylase	Keap1 Nrf2 FP	DAGLB inhibitor	PKA-R2B activ
CC(=NNC(=O)c1ccc(NS(=O)(=O)c2cccs2)cc1)c1ccc(OCC(N)=O)cc1	1.2	-12	12	-8	-5	-3	-7	-4	0	5
CC12C(=O)N(c3ccc(OC(=O)c4ccco4)cc3)C(=O)C1C1c3ccccc3C2c2ccccc21 (configuration not stated)	-1.2	2	-2	-5	0	-2	-18	-7	-3	-4
CCOC(=O)N1CCN(C(=O)C(CC(C)C)NS(=O)(=O)c2ccc3c(c2)oc(=O)n3C)CC1 (configuration not stated)	1.6	2	-2	-12	-3	-2	-9	2	3	4
Cc1cc(=O)oc2cc(NC(=O)COc3cccc(C(F)(F)F)c3)ccc12	1.2	0	0	-2	28	3	2	-4	-1	-4
CC1(C(=O)OCC(=O)Nc2cc(S(=O)(=O)N3CCOCC3)ccc2Cl)CC1(Cl)Cl (configuration not stated)	-0.3	1	-1	-2	-13	1	-3	-4	0	-5
Cc1ccc(C)c(NC(=O)CSc2nnc(-c3ccco3)o2)c1	1.1	12	-12	-44	-5	1	2	1	-1	4
Nc1c(C(=O)Nc2ccccc2)sc2nc3c(c(-c4ccco4)c12)CCC3	-2.2	-80	80*	-9	6	-3	7	4	1	-5
COC(=O)c1cc2sccc2n1CC(=O)Nc1ccc(OC)c(OC)c1OC	0.2	34	-34	4	5	-7	12	-1	3	3
NC(=O)c1cnn(C2CCS(=O)(=O)C2)c1 (configuration not stated)	0.0	16	-16	4	.	0	-5	0	0	1
CCN1C(=O)CC(c2ccccc2)N(C2CCCC2)c2nc(Nc3ccc(C(=O)NC4CCN(C)CC4)cc3OC)ncc21 (configuration not stated)	-2.1	-32	32	5	7	.	-13	2	3	2
CNC(=O)N(O)C1N(/N=C/c2ccc(N(C)C)cc2)C(=S)SC1(C)C (configuration not stated)	-10	11	-11	-1	-2	0	0	1	5	-1
NC(=S)c1cc2ccc(O)cc2oc1=O	0.6	11	-11	-11	2	8	-19	-11	-2	-2
CCn1ncc(/C=C/C(=O)Nc2c(C)nn(CC)c2C)c1C	-0.8	16	-16	-13	-4	1	-19	1	1	10
Cc1ccccc1NC(=O)Cc1nc(COC(=O)COc2ccc(C(C)(C)C)cc2)cs1	-0.5	0	0	2	2	-2	-9	-2	-5	1
CN1CCC(C2(O)c3ccccc3CCc3ccccc32)CC1	-0.2	17	-17	-17	-2	23	-21	-6	0	1
CC(=O)OC(C)CS(=O)(=O)c1ccccc1 (configuration not stated)	0.2	-16	16	3	8	-5	1	-1	-3	6
COc1cc(Cl)ccc1OCc1cc(C(=O)N(C)Cc2nnc(C)o2)no1	-0.3	-15	15	7	-9	14	-13	0	3	8
O=[N+]([O-])c1ccc(NCCOc2ccccc2Cl)nc1	-2.5	-24	24	1	7	7	1	2	-5	5
COc1ccccc1NS(=O)(=O)c1ccc2oc(SC)nc2c1	-2.3	.	.	6	-10	4	6	-4	1	-4
O=C1OC(/C=C/c2ccccc2)=NC/1=C\c1cccnc1	0.6	-15	15	11	.	0	0	1	0	-2
Cc1ccc(C)c(SCC(=O)OCC(=O)NCc2ccccc2)c1	1.1	-9	9	-14	-1	-1	21	1	-5	-7
COCCn1c(SCC(=O)Nc2ccc(NC(=O)c3ccco3)c(OC)c2)nc2ccccc2c1=O	4.0	-74	74*	-29	12	0	-21	-3	6	-3
O=C(CCNS(=O)(=O)c1cccs1)NC1CCN(Cc2ccccc2)CC1	1.7	29	-29	-9	0	-2	-14	3	0	7
O=c1cc(O)n(Cc2ccc(F)cc2)c(=O)[nH]1	-1.2	-11	11	-2	-10	-2	2	-11	13	-9
COc1ccc(N(C(=O)c2ccco2)S(=O)(=O)c2cccs2)cc1	-0.7	12	-12	-21	-3	-6	-1	-2	-1	-4

Three entries already listed, arranged by the value under Keap1 Nrf2 FP, low to high:
compound	C-LANA FP	SR-BI uptake up	SR-BI DiI inh	Arrestin-AP2 inh	NSD2 HMT inh	PvdQ acylase	Keap1 Nrf2 FP	DAGLB inhibitor	PKA-R2B activ
NC(=S)c1cc2ccc(O)cc2oc1=O	0.6	11	-11	2	8	-19	-11	-2	-2
NC(=O)c1cnn(C2CCS(=O)(=O)C2)c1 (configuration not stated)	0.0	16	-16	.	0	-5	0	0	1
CCOC(=O)N1CCN(C(=O)C(CC(C)C)NS(=O)(=O)c2ccc3c(c2)oc(=O)n3C)CC1 (configuration not stated)	1.6	2	-2	-3	-2	-9	2	3	4

Given with two lines to a compound: part of the list above
Values run as follows: C-LANA FP, SR-BI uptake up, SR-BI DiI inh, RTF Ca sens inh, Arrestin-AP2 inh, NSD2 HMT inh, PvdQ acylase, Keap1 Nrf2 FP, DAGLB inhibitor, PKA-R2B activ
> Cc1ccc(C)c(NC(=O)CSc2nnc(-c3ccco3)o2)c1
→ 1.1, 12, -12, -44, -5, 1, 2, 1, -1, 4
> Nc1c(C(=O)Nc2ccccc2)sc2nc3c(c(-c4ccco4)c12)CCC3
→ -2.2, -80, 80*, -9, 6, -3, 7, 4, 1, -5
> COC(=O)c1cc2sccc2n1CC(=O)Nc1ccc(OC)c(OC)c1OC
→ 0.2, 34, -34, 4, 5, -7, 12, -1, 3, 3

More compounds
SMILES	C-LANA FP	SR-BI uptake up	SR-BI DiI inh	RTF Ca sens inh	Arrestin-AP2 inh	NSD2 HMT inh	PvdQ acylase	Keap1 Nrf2 FP	DAGLB inhibitor	PKA-R2B activ
Cc1ccc(-n2ncc3c2CCCC3NC(=O)c2ccoc2)cc1C (configuration not stated)	2.3	-34	34	-3	-12	.	-18	-4	-2	-11
Cc1cc(C(F)(F)F)n(-c2nc(C(=O)NN)cs2)n1	-0.7	-1	1	-11	10	-4	-7	-4	-9	1
COc1ccc(CNC(=O)CN(C(=O)CCC(=O)Nc2ccccn2)c2cccc(C)c2)cc1	2.3	-17	17	-12	-3	-1	13	4	-1	-5
CCOc1ccccc1C1C(C#N)=C(N)SC(N)=C1C#N	-0.3	1	-1	-56	1	.	-17	-40	-6	-3
CC(C)NC(=O)c1onc(CSc2ccncc2)c1C(=O)NC(C)C	0.4	10	-10	-6	-1	.	-11	0	3	-2
CN(c1ccccc1C(=O)Nc1cccc([N+](=O)[O-])c1)S(C)(=O)=O	-0.3	-11	11	-6	8	0	-15	-4	1	-4
CCC(CO)Oc1cc(NCc2ccc(Cl)cc2)c2ncn(C(C)C)c2c1 (configuration not stated)	1.0	-27	27	-4	28	.	-4	2	2	0
C=CCn1c(SCC(=O)Nc2cccnc2Cl)nnc1-c1ccccc1F	-4.3	17	-17	7	12	1	10	-1	0	-4
Cc1ccc(-n2nc(C(=O)NCc3ccc(C)o3)c3c4ccccc4n(C)c3c2=O)cc1	1.4	-45	45	-11	11	53*	-6	-2	-12	-9
COC(=O)c1[nH]c2ccccc2c1NC(=O)/C=C/c1ccc2c(c1)OCO2	-3.0	-1	1	-7	4	-2	-11	-1	3	-3
CCn1c(CNC(=O)c2cc(OC)c(OC)c(OC)c2)cc2ccccc21	-1.3	-21	21	-4	15	-1	-8	1	2	7
Cc1ccccc1OCC(=O)NCCCNC(=O)c1ccco1	-0.2	.	.	0	9	.	-9	1	1	11
CC(NC=C1C(=O)OC(C)(C)OC1=O)C(=O)O (configuration not stated)	1.7	-4	4	-4	-6	1	-11	1	0	-1
Cc1cc(C)n(-c2nc3ccccc3c(=O)n2OCC(=O)OCc2ccccc2)n1	-2.9	17	-17	-3	27	-1	2	0	-5	-4
CN(C)C(=O)N1CCCC(C(=O)NCc2ccccc2Cl)C1 (configuration not stated)	0.5	22	-22	7	9	0	3	0	5	-3
CCc1ccc(C(=O)C(C)OC(=O)c2nn(C)c(=O)c3ccccc23)cc1 (configuration not stated)	-0.5	9	-9	4	25	0	6	-2	-5	-14
N=c1c2c(ncn1Cc1ccco1)Oc1ccc3ccccc3c1C2c1ccccc1 (configuration not stated)	-0.4	-15	15	-4	-2	0	-14	-4	5	-12
COc1ccc(/C=C/c2nc(S(=O)(=O)c3ccccc3)c(N(C)C)o2)cc1OC	-0.6	4	-4	0	-7	-8	-5	-15	2	-15
N/C(=N\N=C\c1ccnc2ccccc12)SC1CC(=O)N(c2ccc(Br)cc2)C1=O (configuration not stated)	0.4	0	0	0	20	0	-1	-5	2	4
COCC(C)n1c(C)cc(C(=O)CSc2cc(C)c3ccccc3n2)c1C (configuration not stated)	0.3	-43	43	-6	10	-1	-9	-2	-6	1
O=C(NC1CCCCC1)C(c1ccco1)N(C(=O)c1csnn1)c1cccc(Cl)c1 (configuration not stated)	-0.1	.	.	-10	1	2	-24	-8	1	5
C/C(CCC(C)C)=N\NC(=O)COc1ccccc1-c1ccccc1	-1.3	29	-29	-7	-26	2	-6	-2	-1	3
Cc1ccc2c(C)c(C(=O)NCCc3ccco3)oc2c1C	0.6	15	-15	-5	-9	1	-10	-7	-11	-8
COC(=O)c1ccc(CNC(=O)CCNC(=O)c2ccco2)cc1	0.9	10	-10	-6	37	-3	-1	0	0	-5
N#CC1=C(SCc2ccccc2)NC(=O)CC1c1ccco1 (configuration not stated)	1.1	4	-4	-15	5	8	-9	-2	-1	5
CCOC(=O)C1=C(C)NC(C)=C(C(=O)OCC)C1C(=O)OCC(=O)N1CC(C)OC(C)C1 (configuration not stated)	-1.7	.	-29	-9	34	1	-15	-3	4	4

Compounds shown so far containing a thiophene ring, fused or not (five):
SMILES	C-LANA FP	SR-BI uptake up	SR-BI DiI inh	RTF Ca sens inh	Arrestin-AP2 inh	NSD2 HMT inh	PvdQ acylase	Keap1 Nrf2 FP	DAGLB inhibitor	PKA-R2B activ
CC(=NNC(=O)c1ccc(NS(=O)(=O)c2cccs2)cc1)c1ccc(OCC(N)=O)cc1	1.2	-12	12	-8	-5	-3	-7	-4	0	5
Nc1c(C(=O)Nc2ccccc2)sc2nc3c(c(-c4ccco4)c12)CCC3	-2.2	-80	80*	-9	6	-3	7	4	1	-5
COC(=O)c1cc2sccc2n1CC(=O)Nc1ccc(OC)c(OC)c1OC	0.2	34	-34	4	5	-7	12	-1	3	3
O=C(CCNS(=O)(=O)c1cccs1)NC1CCN(Cc2ccccc2)CC1	1.7	29	-29	-9	0	-2	-14	3	0	7
COc1ccc(N(C(=O)c2ccco2)S(=O)(=O)c2cccs2)cc1	-0.7	12	-12	-21	-3	-6	-1	-2	-1	-4
